# MBNL1-CUG inh – MBNL1-poly(CUG) RNA binding inhibition. TR-FRET MBNL1-His/biotin-(CUG)12 binding, 665/545 ratio. Potency, µM (titrated, usually from 57.5 µM), for the others: at the top dose activity change, negative = inhibition, usual class: inhibitors. Q9NR56. 280,000 compounds, 0.036% hits; active = well fitted inhibition curve with a large enough effect in the signal ratio, with a control signal flat, not every such curve was filed as active; inconclusive = small, poorly fitted or top-dose-only effect, or effect the other way, or a change in a side signal; inactive = no such curve, though single readings can be large or run the other way; the % refers to the signal ratio; also: % is scaled to controls: 0 for no effect and ±100 for the full control effect
# Target sequence (Q9NR56 whole entry, looked up): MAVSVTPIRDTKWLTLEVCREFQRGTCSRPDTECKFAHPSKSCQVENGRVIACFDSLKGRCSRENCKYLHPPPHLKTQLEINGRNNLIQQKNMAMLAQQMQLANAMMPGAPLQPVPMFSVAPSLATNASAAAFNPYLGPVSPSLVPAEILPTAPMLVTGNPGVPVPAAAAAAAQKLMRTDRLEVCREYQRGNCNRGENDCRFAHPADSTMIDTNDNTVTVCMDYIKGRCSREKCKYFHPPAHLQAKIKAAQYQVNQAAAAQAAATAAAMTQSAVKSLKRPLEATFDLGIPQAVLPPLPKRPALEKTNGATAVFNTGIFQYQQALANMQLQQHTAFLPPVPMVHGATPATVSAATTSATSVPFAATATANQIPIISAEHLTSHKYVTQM
#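 TR-FRET between His-tagged MBNL1 and biotin-(CUG)12 RNA, detected with Tb anti-His antibody (0.055 ng/ul) and streptavidin-XL665 (5 nM), 60 min at room temperature. Compounds titrated 92 nM to 58 uM; 665/545 nm ratio normalized to buffer and complex controls.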
# BRCA1 expr up – activators of BRCA1 expression. MCF7-BRCA1-FFLuc reporter, luminescence, 48 h; response scale: scaled: vehicle 0%, 10 µM genistein 100%. Potency, µM (titrated, usually from 46.1 µM), for the others: top-dose activation, usual class: activators. 380,000 compounds, 1.1% hits; also: nearly all actives have a fitted effect of over 80% in size; some results filed as inactive show a strong effect at the top dose
#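 MCF7-BRCA1-FFLuc cells, 2000/well in phenol-red-free MEM, attached 2 h then treated 48 h at 37 C. Luciferase luminescence read 15 min after reagent; normalized to genistein maximum activation (10microM) and DMSO, concentration-response fitted.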
# MLL CXXC-DNA inh – blocks binding of human MLL CXXC domain to DNA; MLL-CXXC / FITC-HOXA9 DNA fluorescence polarization; 290,000 compounds, 0.037% hits; Potency, µM (titrated, usually from 115 µM), without a hit: top-dose activity change, negative = inhibition, hits mostly inhibitors; Q03164; active = well fitted inhibition curve with a large enough effect in the polarisation, with a control signal flat, not every such curve was filed as active; inconclusive = small, poorly fitted or top-dose-only effect, or effect the other way, or a change in a side signal; inactive = no such curve, though single readings can be large or run the other way; the % refers to the polarisation
#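 Fluorescence polarization: 7 uM MLL-CXXC (stock) preincubated 5 min with compounds, then 50 nM fluorescein-HOX-A9 DNA (stock) added; 30 min ambient. Buffer 50 mM Tris-HCl pH 7.5, 50 mM NaCl, 1 mM DTT, 0.05% BSA.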
# p53 reactivation – re-activators of mutant p53 | H1299 p53-A138V BP100-luciferase reporter, luminescence, 24 h | Potency, µM (doses to about 92.2 µM), inactives show at the top dose activity change, positive = activation, hits mostly activators | 320,000 compounds, 0.063% hits | AID 504706; also: % of control where 0% means no effect; nearly all actives have a fitted effect of over 45% in size
#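 p53-null H1299 cells stably carrying temperature-sensitive p53-A138V and a BP100-luciferase reporter were pinned with compounds (4-point, 1:5 series) and held 24 hrs at 37 deg C. Luminescence was read 10 min after detection reagent.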
# RORg inh – ROR gamma (mouse) transcription inhibition | 310,000 compounds, 5.4% hits | P51450 | Drosophila S2 Gal4-RORgamma UAS-luciferase reporter, 20 h | AID 2551 | Potency, µM (doses to about 53.6 µM), without a hit: top-dose activity change, negative = inhibition, most hits filed as inhibitors; also: % is scaled to controls: 0 for no effect and ±100 for the full control effect; nearly all actives have a fitted effect of over 60% in size
# Target sequence (P51450 whole entry, looked up, the tested form may be a part): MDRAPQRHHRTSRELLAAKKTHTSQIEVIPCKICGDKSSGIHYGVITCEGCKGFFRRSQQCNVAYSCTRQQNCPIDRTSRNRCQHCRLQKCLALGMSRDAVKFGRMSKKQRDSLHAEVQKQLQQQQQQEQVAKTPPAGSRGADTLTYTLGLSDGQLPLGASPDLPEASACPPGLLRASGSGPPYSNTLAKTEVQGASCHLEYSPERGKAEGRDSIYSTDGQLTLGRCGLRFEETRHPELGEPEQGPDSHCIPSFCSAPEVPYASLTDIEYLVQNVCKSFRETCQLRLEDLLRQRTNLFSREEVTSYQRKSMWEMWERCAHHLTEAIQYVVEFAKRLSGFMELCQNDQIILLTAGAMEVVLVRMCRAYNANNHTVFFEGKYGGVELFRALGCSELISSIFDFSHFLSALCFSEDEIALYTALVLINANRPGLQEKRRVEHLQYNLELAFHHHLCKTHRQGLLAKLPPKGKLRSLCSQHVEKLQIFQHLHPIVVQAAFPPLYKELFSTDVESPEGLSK
#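 Luminescence from a UAS-regulated Photinus luciferase reporter in stably transfected Drosophila Schneider cells is measured; decreased signal marks ROR gamma inhibition. Fusion expression is induced by 700 uM copper sulfate for 20 hr.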
# VP16 counter – inhibits Gal4-VP16 luciferase reporter, ROR gamma counter-screen; Potency, µM (series often up to 53.6 µM), for the others: at the highest dose activity, negative = inhibition, most hits filed as inhibitors; Drosophila S2 Gal4-VP16 UAS-luciferase, luminescence, 20 h; AID 2546; 310,000 compounds, 3.5% hits;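 also: Gal4-VP16 expression switched on by copper sulfate through the metallothionein promoter; % is scaled to controls: 0 for no effect and ±100 for the full control effect; nearly all actives have a fitted effect of over 50% in size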
# NPC1 prom act – activators of NPC1 promoter. Huh7 NPC1 promoter luciferase reporter, 24 h. Potency, µM (highest dose often 9.22 µM), inactives show top-dose activation, usual class: activators. 320,000 compounds, 2.4% hits;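 also: % of control where 0% means no effect; nearly all actives have a fitted effect of over 60% in size; reporter is driven by a mutant NPC1 promoter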
#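 Huh7 reporter cells (NPC1 promoter driving luciferase) are dosed with compound for 24 h at 37 °C, 5% CO2; luciferase detection reagent is then added and luminescence measured after 10 min at ambient temperature.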
# ELG1 genotox – induces genotoxicity in HEK293T cells with luciferase-tagged ELG1 | HEK293T ELG1-luciferase reporter, luminescence, 16 h | Potency, µM (top dose mostly 46 µM), inactives show at the top dose activity change, positive = activation, hits mostly activators | 330,000 compounds, 1.3% hits | AID 504466; also: % of control where 0% means no effect; nearly all actives have a fitted effect of over 60% in size
#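 ELG1-luciferase HEK293T cells, 2,000/well; compound pinned in; 16 hr, 37 °C, 5% CO2; ONE-Glo, 30 min RT; luminescence on CCD imager.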
# uPA generation – inhibitors of cell surface uPA generation. Potency, µM (highest dose often 38.3 µM), for inactives: top-dose activity change, negative = inhibition, most hits filed as inhibitors. AID 540303. 330,000 compounds, 0.31% hits. cell surface uPA generation assay, qHTS; active = well fitted inhibition curve with a large enough effect; inconclusive = small, poorly fitted or top-dose-only effect; inactive = no such curve, though single readings can be large or run the other way; tested in mouse RAW 264.7 cells; also: % is scaled to controls: 0 for no effect and ±100 for the full control effect; nearly all actives have a fitted effect of over 55% in size
# FLuc counter – inhibits or activates purified firefly luciferase, miR-21 counter-screen. Potency, µM (titrated, usually from 57.5 µM), for inactives: at the top dose activity change, negative = inhibition, most hits filed as inhibitors. purified FLuc, Km substrates, luminescence inhibition. 360,000 compounds, 6.9% hits;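 also: plate controls were vehicle for no effect and reference inhibitor for full effect; nearly all actives have a fitted effect of over 55% in size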
#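 Purified P. pyralis luciferase (10nM final) with 10uM D-luciferin and 10uM ATP (Km levels) in 50mM Tris acetate pH 7.5, 10mM Mg acetate, 0.01% Tween-20, 0.05% BSA; qHTS 6-point titration, ~60 µM downward; luminescence read.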
# Rab9 prom act – Rab9 promoter activation | Huh7 Rab9 promoter-luciferase reporter, luminescence, 24 h | Potency, µM (series often up to 9.22 µM), inactives show at the highest dose activation, negative = inhibition, most hits filed as activators | 320,000 compounds, 2.8% hits; also: % of control where 0% means no effect; nearly all actives have a fitted effect of over 60% in size
#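 Luminescence read-out: Huh7 cells stably expressing Rab9-luciferase, treated 24 h with compound at 37 °C, then lysed with luciferase reagent for 10 min at ambient before reading.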
# * hit, by the source's call; ? = inconclusive; . = no result given; & = joins results of further samples; [ ] = remark or other dose. Unless noted, calls follow the shape of the dose curve; as a rule, active = well fitted curve in the direction sought with a large enough effect; inconclusive = small, poorly fitted or top-dose-only effect, or another doubt; inactive = no such curve, though single readings can be large; an effect the other way counts as inactive or inconclusive. Potency is read from the fitted curve at half-maximal effect. A portion of the library, so the mix of outcomes need not match the whole.
No.	structure	Rab9 prom act	MBNL1-CUG inh	FLuc counter	BRCA1 expr up	uPA generation	ELG1 genotox	NPC1 prom act	VP16 counter	p53 reactivation	RORg inh	MLL CXXC-DNA inh
1	Cc1cccc(CCNC(=O)CNS(=O)(=O)c2ccc3nc(C)sc3c2)c1	-2%	-5%	0%	-6%	-1%	2%	-4%	2%	-5%	-12%	20%
2	O=C1CC(c2ccccc2)CC(O)=C1C=Nc1ccccc1 (configuration not stated)	1%	-5%	17µM*	-11%	-9%	0%	-4%	5%	4%	18%	-3%
3	N#CCSc1nnc(C2CCCCC2)n1Cc1ccccc1	-6%	-19%	3%	15%	-5%	-3%	0%	4%	0%	-16%	7%
4	CC(C)[C@H](NC(=O)N1CC(=O)Nc2ccccc21)C(=O)N1CCC[C@H]1C(=O)O	0%	3%	-1%	3%	-9%	3%	-1%	5%	.	-2%	7%
5	C=CCC1(NCc2ccco2)CCN(CC)CC1	-14%	-7%	-1%	33%	-5%	-10%	0%	-17%[10 µM]	5%	-2%	13%
6	Cc1ccc(S(=O)(=O)N/N=C/c2ccc(O)cc2O)cc1[N+](=O)[O-]	-2%	?	-21%	0%	2%	-2%	-2%	?	1%	33%	-1%
7	c1ccc(-c2nc(-c3ccco3)cs2)nc1	3.5µM*	28%	15µM*	38%	.	?	26%	26%	21%	?	-3%
8	COCCn1c(=N)c(C(=O)NCCc2ccc(OC)cc2)cc2c(=O)n3cccc(C)c3nc21	4%	25%	-1%	0%	1%	-2%	5%	4%	1%	-17%	5%
9	O=C1CC(C(=O)N2CCCc3ccccc32)CN1c1ccc(F)cc1 (configuration not stated)	0%	-3%	?	16%	3%	17%	-1%	-11%	?	-19%	-2%
10	NC(=O)[C@@H]1CC2(CC(c3cccc(NC(=O)COc4ccc(Cl)cc4)c3)=NO2)CN1C(=O)c1ccccc1 (some centres not stated)	0%	11%	15µM*	1%	-8%	-5%	0%	-11%	0%	?	4%
11	COC(=O)CC1C(=O)NCCN1C(=S)Nc1cccc(C)c1 (configuration not stated)	2%	-5%	3%	-19%	-1%	-1%	-2%	-3%	5%	-3%	4%
12	Cc1ccc(-n2nc(-c3ccco3)cc2C(=O)O)cc1	0%	-6%	-9%	21%	-4%	7%	-9%	-2%	3%	5%	3%
13	CSc1nc2ccccc2n1CC(=O)Nc1ccccc1	1%	1%	1%	1%	-10%	7%	-3%	-5%	-3%	-20%	-6%
14	COCCNC(=S)N/N=C(\C)c1ccc(OC(F)F)cc1	-10%	-2%	-1%	-3%	-1%	0%	-2%	7.9µM*	-5%	2.2µM*	5%
15	OCC[C@H]1C[C@@H](O)[C@H](O)[C@@]2(OCCc3ccccc32)O1	-3%	.	0%	15%	15%	2%	-6%	.	1%	.	.
16	CCCSc1nc(N2CCOCC2)c2c(c1C#N)CCCC2	2%	9%	-1%	-4%	8%	-7%	-3%	-3%	15%	-1%	-3%
17	Cc1c(/C(Cc2ccccc2)=N/O)c2ccccc2n1C	-5%	20%	3%	-39%	15%	0%	-2%	-10%	17%	-16%	1%
18	CC(C)c1cccc(OCC(=O)Nc2ccc(S(=O)(=O)Nc3ccccn3)cc2)c1	-1%	1%	-1%	-2%	1%	0%	2%	8%	?	18%	-5%
19	O=C(CCCc1ccccc1)Nc1ccnn1C1CCN(Cc2ccccc2F)CC1	-5%	-1%	1%	-15%	0%	-6%	1%	3%	9%	3%	17%
20	CCCNC(=O)C1=C(C)C(=O)OC12CCC(C)CC2 (configuration not stated)	-2%	1%	0%	-17%	-5%	0%	-3%	3%	2%	-21%	4%
21	COc1cccc(-c2csc(/C(C#N)=C/Nc3cc4oc5ccccc5c4cc3OC)n2)c1	-7%	-8%	-4%	-31%	-9%	14%	-4%	6%	0%	-30%	10%
22	O=C(Nc1ccc(Br)cc1)c1ccc2ncsc2c1	0.35µM*	45%[activator]	5.4µM*	-60%	-2%	1.6µM*	0.4µM*	?	?	?	7%
23	COc1ccc(OC)c(-c2csc(NC(=O)C3CSC4(C)CCC(=O)N34)n2)c1 (configuration not stated)	-5%	.	2%	-21%	?	-17%	0%	.	-2%	.	.
24	CC1(OC(=O)C2CCCC2)C(=O)C=C2C=C(c3ccsc3)N(c3ccccc3)C=C2C1=O (configuration not stated)	-11%	21%	1%	-29%	5%	-5%	-6%	-7%	-1%	-25%	1%
25	COc1cc(-c2nnc(SC(C)C(=O)Nc3c(C)n(C)n(-c4ccccc4)c3=O)o2)cc(OC)c1OC (configuration not stated)	-3%	1%	-1%	9%	.	6%	2%	3%	-2%	9%	1%
26	COC(=O)C1=C(C(=O)OC)[C@@H]2N(Cc3ccccc3)c3ccccc3[C@@]23C[C@@H](C(=O)OC)N(C(=O)CC(C)C)C3=N1	-9%	4%	0%	-39%	17%	-6%	-12%	7%	-1%	-1%	1%
27	COCCCNC(=O)c1c(N)n(/N=C/c2cccnc2)c2nc3ccccc3nc12	-5%	12%	-2%[2.3 µM]	1%	-1%	-4%	20%	-2%	-10%	1%	-3%
28	COC(=O)c1ccccc1NC(=O)N1CCN(c2ccc(F)cc2)CC1	1%	-6%	2%	-10%	-4%	-10%	-5%	-4%	6%	-1%	20%
29	Cc1ccc(OCc2cc(C(=O)NCc3cc(F)ccc3C)no2)cn1	5%	0%	?	38%	-13%	3%	2%	-5%	?	?	-5%
30	O=C(COC(=O)c1nc(Cl)ccc1Cl)c1ccccc1Cl	2%	.	-18%	-7%	2%	1%	-2%	.	3%	.	.

# Compound profiles, as listed above. Order of screens: Rab9 prom act	MBNL1-CUG inh	FLuc counter	BRCA1 expr up	uPA generation	ELG1 genotox	NPC1 prom act	VP16 counter	p53 reactivation	RORg inh	MLL CXXC-DNA inh
# `CC(C)c1cccc(OCC(=O)Nc2ccc(S(=O)(=O)Nc3ccccn3)cc2)c1` across the screens: -1%	1%	-1%	-2%	1%	0%	2%	8%	?	18%	-5%
# `Cc1ccc(OCc2cc(C(=O)NCc3cc(F)ccc3C)no2)cn1` across the screens: 5%	0%	?	38%	-13%	3%	2%	-5%	?	?	-5%
# `Cc1c(/C(Cc2ccccc2)=N/O)c2ccccc2n1C` across the screens: -5%	20%	3%	-39%	15%	0%	-2%	-10%	17%	-16%	1%
# `CCCSc1nc(N2CCOCC2)c2c(c1C#N)CCCC2` across the screens: 2%	9%	-1%	-4%	8%	-7%	-3%	-3%	15%	-1%	-3%
# `COC(=O)c1ccccc1NC(=O)N1CCN(c2ccc(F)cc2)CC1` across the screens: 1%	-6%	2%	-10%	-4%	-10%	-5%	-4%	6%	-1%	20%

# (continued)
No.	structure	Rab9 prom act	MBNL1-CUG inh	FLuc counter	BRCA1 expr up	uPA generation	ELG1 genotox	NPC1 prom act	VP16 counter	p53 reactivation	RORg inh	MLL CXXC-DNA inh
31	CCCCOc1ccc(C2C(C(=O)c3ccc(C)o3)=C(O)C(=O)N2Cc2ccco2)cc1 (configuration not stated)	?	15%	0%	.	.	-2%	0%	0%	-3%	14%	6%
32	C[C@H](NC(=O)C1(c2ccccc2)CCN(C(=O)[C@H]2CSCN2C(=O)OC(C)(C)C)CC1)C(=O)O	-7%&2%	3%&3%	-2%&5%	7%	5%	1%	15%&6%	-5%&-1%	-2%	-2%&1%	10%&6%
33	O=C(CN(C(=O)c1csnn1)c1ccc(Cl)cc1)NCc1ccc2c(c1)OCO2	-4%	-4%	-3%	3%	-3%	-6%	-3%	-2%	-1%	17%	5%
34	O=C(Nc1ccc(-c2nc3ccccc3o2)cc1)c1ccc(N2C(=O)C3C4C=CC(C4)C3C2=O)cc1 (configuration not stated)	-10%	4%	-9%	7%	8%	-2%	6%	2%	6%	36%	63%[activator]
35	O=C(CC(Cc1ccccc1)C(=O)O)Nc1cccc(C(F)(F)F)c1 (configuration not stated)	10%	2%	3%	-17%	6%	1%	0%	-1%	-3%	1%	-6%

# Single values from the results shown.
# For ELG1 genotox, compound 34 shows -2%
# For FLuc counter, compound 35 shows 3%
# For p53 reactivation, compound 31 shows -3%

# High-throughput results deposited in PubChem BioAssay by National Center for Advancing Translational Sciences (NCATS).
